Myeloid diff MLP: compounds promoting myeloid differentiation. calls only at 10 µM. AID 624256. hit rate 1% among 360,000. ER-HoxA9 myeloid progenitors, lysozyme-GFP differentiation, flow cytometry;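 active means normalized GFP-positive differentiation at or above the plate's own cutoff, the solvent-only control mean plus 3 SD; inconclusive means no clear call, values can overlap the other calls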;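 further: cells exposed to compound for four days before flow analysis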
K1F lysis inhibition: inhibition of K1F phage lysis, E. coli UTI89, bacterial capsule biogenesis inhibitors, alamar blue (AID 488966) | E. coli UTI89 K1F phage lysis, alamar blue, 2 h; higher % means a stronger effect | hit rate 0.02% among 340,000 | inhibition, % at 100 µM, or IC50 in µM where a hit was titrated;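 active means phage lysis inhibition, versus mean bacterial control, above a set limit; inconclusive means no clear call, values can overlap the other calls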;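 further: capsule biogenesis inhibitors block K1F phage lysis so surviving cells raise fluorescence; higher fluorescence means more inhibition of phage lysis; actives were called in the ten point dose series up to 300 µM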
MgcRacGAP inhibition: MgcRacGAP GTPase-activating activity inhibitors, confirmation, biochemical, ADP Hunter fluorescence; AID 624330; hit rate 0.6% among 340,000; inhibition, % at 30 µM, or IC50 in µM where a hit was titrated; MgcRacGAP-stimulated Rac1 GTP hydrolysis, ADP Hunter fluorescence; higher % means a stronger effect; GST-tagged Rac1 F28L mutant substrate;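 active means first-screen hits whose inhibition reached a set limit at any dose in the follow-up dose series; inconclusive means inhibition above the set first-screen limit but never retested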;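 further: fluorescence reports GDP produced by GAP-driven GTP hydrolysis; strong numbers were not always called active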
Myeloid diff MLP GFP+ MAC1+ %: further read-out of Myeloid diff MLP, marked with its call; GFP+ MAC1+ double positive, %; measured here: differentiation confirmed by MAC1 staining
An asterisk follows results filed as active; i = inactive; ? = inconclusive; nt = not tested or not shown; + = active, no number; & = joins results of further samples; [ ] = dose if it differs, or a comment. A portion of the library; the hit share may differ from the screen's.

SMILES	Myeloid diff MLP	Myeloid diff MLP GFP+ MAC1+ %	K1F lysis inhibition	MgcRacGAP inhibition
C[C@@H]1CN([C@H](C)CO)C(=O)c2cc(NC(=O)Nc3ccc(C(F)(F)F)cc3)ccc2O[C@H]1CN(C)C(=O)Nc1ccc(F)cc1	+	9.1*	4.2%	8%
CC(C)C[C@H]1CNC(=S)N1CC1CCN(CCCC2CCCC2)CC1	i	1.9	0.2%	14%
CC1=CC(C)(C)NC(=S)N1c1ccc(N(C)C)cc1	?	nt	-1.4%	6%
CN(CCc1ccccc1)C(=O)c1cccc(NC(=O)Cc2cccc(NC(=O)C3CCCN(C(=O)C4CCCC4)C3)c2)c1 (stereo not drawn)	i	0.3	0.2%	10%
CCOc1ccc(CCN2C(=S)N([C@@H](CC(C)C)CN3CCCC3CN3C(=S)NC[C@@H]3Cc3ccc(O)cc3)C[C@@H]2Cc2ccc(O)cc2)cc1 (stereo partly drawn)	i	1.5	-0.3%	10%
CCCCN(C(=O)c1cccc(S(=O)(=O)N(C)c2ccc(C)cc2)c1)c1c(N)n(CC(C)C)c(=O)[nH]c1=O	i	1.6	-0.2%[50 µM]	-3%
Cc1cc(=O)oc2cc(O)cc(O)c12	i	0.8	-2.5%	10%
Cc1ccc(NC(=O)c2oc3ccc(Br)cc3c2C)cc1S(=O)(=O)N1CCOCC1	i	0.2	0.4%[50 µM]	3%
CC(=O)C1C(C)CC2C3CCC4CC(=O)CCC4(C)C3CCC21C (stereo not drawn)	i	1.3	-1.3%	5%
CCOC(=O)c1c(C)[nH]c(C(=O)OCC(O)=C(C#N)c2nc3ccccc3[nH]2)c1C	i	3.2	2.0%	-2%
CN1C[C@@H]2[C@@H]3C(=O)N(C)C(=O)[C@@H]3[C@](C)(C1=O)N2C(=O)c1ccc(C(C)(C)C)cc1	i	1.3	-0.2%	0%
CN1CCN(S(=O)(=O)c2ccc(C(=O)NC3CCCCC3)cc2)CC1	i	0.6	-1.2%	2%
Oc1ccc(Cl)c2cccnc12	i	0.7	-3.1%	0%
CCOC(=O)C(=COC(=O)c1ccccc1)NC(=O)Cc1ccccc1	i	0.7	0.0%	3%
Nc1ccc(OCc2ccccc2)cc1[N+](=O)[O-]	i	0.5	-0.8%	14%
O=C(CCCC(=O)NN=Cc1ccccc1Cl)NN=Cc1ccccc1Cl	?	nt	7.7%	4%
CCC(=O)N1CCc2cc(Br)c(S(=O)(=O)CCC(=O)NCCOC)cc21	i	0.4	-1.4%	2%
CCN(CC)c1ccc(S(=O)(=O)N2CCOCC2)cc1NC(=O)CNCc1cccc(Cl)c1	i	1.4	-0.6%	24%
Cc1nc(N)sc1-c1ccccc1	i	0.9	-5.0%	72µM*
CC(C)C(=O)Nc1cccc(COc2cccc(CN(Cc3ccccc3)C(=O)OC(C)(C)C)c2)c1	i	1.5	0.0%	0%
COc1ccc2c(c1)CC=C1C2CCC2(C)C(=O)C(=NO)CC12 (stereo not drawn)	i	0.2	1.5%	6%
COc1cc(NCCCn2cnc(C(=O)Nc3ccc(C)c(C)c3)n2)cc(OC)c1OC	i	1.1	0.0%	30%
COC(=O)C[C@H](NC(=O)Cn1cc(C)c(=O)[nH]c1=O)C(=O)OC	i	0.4	0.3%	9%
COc1cccc2c3cccc(OC)c3c3[nH]cnc3c12	?	nt	1.2%	83µM*
CN1OC[C@@H]2CN(C(=O)CCc3ccccc3)[C@H](c3cccc(Oc4ccccc4)c3)C[C@@H]21	i	0.5	-0.3%	0%
COc1ccc(-c2ccc3c(c2)C2CC3CCN2C(=O)C2CCCCC2)cc1 (stereo not drawn)	i	0.5	0.2%	8%
O=C(NC1CC1)c1cccc(NC(=O)C2CCCCC2)c1	i	0.4	0.1%	9%
COc1ccc2nc3n(c(=O)c2c1)-c1ccc(Cl)cc1C(=O)NC3Cc1ccc(O)cc1 (stereo not drawn)	i	0.5	-0.3%	-7%
CCN(C(=O)CSc1nnc(NCCOC)s1)c1c(N)n(Cc2ccccc2)c(=O)[nH]c1=O	i	0.7	1.0%[50 µM]	9%
O=c1cc(-c2nn[nH]n2)[nH]c(=O)[nH]1	i	0.4	0.5%	3%
CC1CC(=Cc2ccc(N)cc2)C(=O)O1 (stereo not drawn)	i	1.1	-2.2%	7%
Cc1cc(C([O-])=C(C(=S)Nc2ccc(F)cc2)[n+]2ccccc2)c(C)n1-c1ccc(F)cc1	i	1.1	-1.6%	11%
O=S1(=O)c2c(F)cccc2OC(COCc2ccccc2)CN1C1CCCC1 (stereo not drawn)	i	0.6	0.1%	9%
Cc1ccc(NC(=O)c2ncn(CCCN(CCCn3cnc(C(=O)Nc4ccc(C)c(C)c4)n3)Cc3ccc4[nH]ccc4c3)n2)cc1C	i	0.7	0.1%	14%
C(=NN1CCCCCC1)c1ccccc1	i	0.7	-0.3%	3%
C=CC1=CCN(S(=O)C(C)(C)C)[C@@H]1CCO (stereo partly drawn)	i	0.5	0.2%	4%
CN(CC(=O)Nc1cc(S(=O)(=O)N2CCCC2)ccc1Cl)Cc1nc2ccccc2c(=O)[nH]1	i	0.2	0.3%[50 µM]	3%
O=c1[nH]cncc1OCc1ccccc1	i	1.2	1.7%	2%
Brc1ccc(-c2nnc3sc(CN4CCc5ccccc5C4)cn23)cc1	i	1.1	0.1%	6%
CSc1ncnc2[nH]ccc12	i	0.9	-2.7%	3%

Individual results from above:
In Myeloid diff MLP GFP+ MAC1+ %, O=c1cc(-c2nn[nH]n2)[nH]c(=O)[nH]1 shows 0.4
In MgcRacGAP inhibition, CC1CC(=Cc2ccc(N)cc2)C(=O)O1 (stereo not drawn) shows 7%
In Myeloid diff MLP GFP+ MAC1+ %, COc1ccc2nc3n(c(=O)c2c1)-c1ccc(Cl)cc1C(=O)NC3Cc1ccc(O)cc1 (stereo not drawn) shows 0.5
In Myeloid diff MLP GFP+ MAC1+ %, O=c1[nH]cncc1OCc1ccccc1 shows 1.2
In Myeloid diff MLP GFP+ MAC1+ %, COC(=O)C[C@H](NC(=O)Cn1cc(C)c(=O)[nH]c1=O)C(=O)OC shows 0.4

Going on with the list.
SMILES	Myeloid diff MLP	Myeloid diff MLP GFP+ MAC1+ %	K1F lysis inhibition	MgcRacGAP inhibition
Cc1csc(N2C(=O)C3C4CCC(O4)C3C2=O)n1 (stereo not drawn)	i	0.6	1.7%	3%
COc1ccccc1C(C)NC(=O)CCC(=O)N1CCN(S(=O)(=O)c2ccc(Cl)cc2)CC1 (stereo not drawn)	i	1.1	0.6%[50 µM]	3%
c1ccc2nc(N3CCOCC3)c(N3CCCC3)nc2c1	i	0.5	-1.7%	5%
O=C(NCCc1ccccc1)c1c[nH]c2ccc(F)cc2c1=O	i	0.4	1.8%	4%
O=C(NCCCc1ccccc1)c1cccc(NC(=O)C2CCC2)c1	i	1.7	0.1%	9%
O=C(CN1CCN(C(=O)C2CCN(C(=O)/C=C/c3ccccc3)CC2)CC1)Nc1ccc(F)cc1	i	1.1	1.0%[50 µM]	5%
O=C(Nc1ccccc1Cl)C1C2CCCCC21 (stereo not drawn)	i	0.3	1.2%	14%
C=CCN(c1ccc(OC)cc1)S(=O)(=O)c1ccc(Cl)c(C(=O)OCC(=O)c2c(N)n(C)c(=O)n(C)c2=O)c1	i	1.1	0.0%[50 µM]	-1%
O=C(NNS(=O)(=O)c1ccc([N+](=O)[O-])cc1)c1ccccc1	i	1.1	1.0%	-5%
CCCCn1c(N)c(N(CCOC)C(=O)CCN2C(=O)C3CC=CCC3C2=O)c(=O)[nH]c1=O (stereo not drawn)	i	0.5	1.4%[50 µM]	10%
Cc1nc(NCCCN2CCOCC2)c2cnn(-c3ccccc3)c2n1	i	0.2	-2.2%	10%
O=C1OC(c2ccccc2)(c2ccc3cc(O)ccc3c2)c2ccccc21 (stereo not drawn)	+	4.9*	0.1%	0%
CC(=NNc1nc2ccccc2s1)c1ccncn1	?	nt	0.6%	15%
COc1c2c(c(CCC(=O)O)c3c1C=CC(C)(C)O3)OC(C)(C)C=C2	i	1.1	1.8%	4%
O=C(Cc1cccc(NC(=O)C2CCN(S(=O)(=O)c3cccc([N+](=O)[O-])c3)CC2)c1)Nc1cccc(C(=O)N2CCOCC2)c1	i	0.9	0.2%	7%
COc1ccc2cc(C3=CCCC3(C)C(=O)O)ccc2c1 (stereo not drawn)	i	0.6	-0.1%	-1%
CCOC(=O)N1CCN(C(=O)C2CCN(C(=O)c3ccccc3C)CC2)CC1	i	1.0	-2.9%	3%
CCCCn1c2c(cc(C(=O)OC)c1=O)C(=O)CCC2	i	0.9	0.3%	8%
O=C(Nc1cccc(Cl)c1)OCCOCCOC(=O)Nc1cccc(Cl)c1	i	1.5	-3.6%	-2%
CSC1=Nc2sc3c(c2C2=NCCN12)CC(C)(C)OC3	i	0.8	0.0%	14%

Retrieved by structure from above:
SMILES	Myeloid diff MLP	Myeloid diff MLP GFP+ MAC1+ %	K1F lysis inhibition	MgcRacGAP inhibition
COc1ccccc1C(C)NC(=O)CCC(=O)N1CCN(S(=O)(=O)c2ccc(Cl)cc2)CC1 (stereo not drawn)	i	1.1	0.6%[50 µM]	3%
O=C(Cc1cccc(NC(=O)C2CCN(S(=O)(=O)c3cccc([N+](=O)[O-])c3)CC2)c1)Nc1cccc(C(=O)N2CCOCC2)c1	i	0.9	0.2%	7%

The listing continues.
SMILES	Myeloid diff MLP	Myeloid diff MLP GFP+ MAC1+ %	K1F lysis inhibition	MgcRacGAP inhibition
O=C(c1ccc(F)cc1)C1CCN(C(=O)c2ccc(Cl)cc2)CC1	i	0.3	2.3%	12%
O=C(CCCCCCCC(=O)N1CCCCCC1)N1CCCCCC1	i	0.6	1.0%	2%
O=[N+]([O-])c1ccc(O)c(C=NNc2ccc(S(=O)(=O)O)cc2)c1	i	0.4	3.2%	5%
CC(=O)Nc1ccc2c(c1)Cc1cc(N3C(=O)C=CC3=O)ccc1-2	i	0.8	-7.6%	5%
O=C(CCCCn1ccc(=O)[nH]c1=O)Nc1ccc(O)c(C(=O)O)c1	i	0.3	1.9%	2%
CCOc1ccc(CCN2C(=S)N([C@@H](CC(C)C)CN3CCCC3CN3C(=S)NC[C@@H]3CC(C)C)C[C@@H]2Cc2ccc(O)cc2)cc1 (stereo partly drawn)	i	0.8	0.4%	8%
Cc1ccc(S(=O)(=O)SC/C=C/CSS(=O)(=O)c2ccc(C)cc2)cc1	i	0.8	3.0%	25%
Cc1ccc(C)c(S(=O)(=O)N(C)c2ccc(OC(=O)C3CCN(C(=O)c4ccc(F)cc4)CC3)cc2)c1	i	0.2	0.2%[50 µM]	7%
C[C@H](CCC(=O)OCc1cn(CC(=O)c2ccc(O)cc2)nn1)C1CC[C@H]2[C@@H]3CC[C@@H]4C[C@H](O)CC[C@]4(C)[C@H]3C[C@H](O)[C@]12C (stereo partly drawn)	i	0.8	0.3%	4%
CCc1nc(N)nc(N)c1-c1ccc(Cl)c(N=[N+]=[N-])c1	?	nt	-3.4%&-3.3%	1%&2%
CCCOc1ccc(C(=O)CCC(=O)OCC(=O)N(CC)c2c(N)n(Cc3ccccc3)c(=O)[nH]c2=O)cc1	i	0.5	0.4%[50 µM]	9%
CNC(=O)OCc1nc(SSC(C)(C)C)n(C)c1COC(=O)NC	?	nt	-0.4%	15%
Cc1cn(C2CCCO2)c(=O)nc1N (stereo not drawn)	i	1.1	0.7%	-3%
Cc1ccc(S(=O)(=O)N2CCN(C(=O)COC(=O)CCOc3cc(C)ccc3C)CC2)c(C)c1	i	0.8	0.0%[50 µM]	2%
COc1ccccc1NS(=O)(=O)c1ccc(C)c(C(=O)Nc2ccc(S(=O)(=O)Nc3onc(C)c3C)cc2)c1	i	0.7	-0.6%	-3%
CCCCN1C=C(C(C)=O)C(=O)CC1	i	0.9	0.2%	10%
CC(C)Sc1ncnc2[nH]ncc12	i	0.3	0.0%	2%
CN(C(=O)c1cccc(NC(=O)Cc2ccc(NC(=O)C3CCN(S(=O)(=O)c4cccc([N+](=O)[O-])c4)CC3)cc2)c1)C1CCCCC1	i	0.6	0.5%	6%
O=C(CN1CCOCC1)N1CCOCC1	i	1.0	0.8%	-2%
COc1ccc(C(C)(C)C)cc1S(=O)(=O)NCC1CCCO1 (stereo not drawn)	i	0.3	0.2%	1%
CC(=O)NC1CC2CCCC(C1)N2C(=O)Nc1ccccc1C (stereo not drawn)	i	0.3	0.4%	8%
CC(C)CN(CC(C)C)c1nn[nH]n1	i	0.4	8.2%	1%
CC(=O)C1CCC2C3CCC4CC(OC(=O)CCC(=O)O)CCC4(C)C3C(=O)CC12C (stereo not drawn)	i	0.4	2.3%	-10%
NC(=O)c1ccc(NC(=O)CNc2cc(S(=O)(=O)N3CCOCC3)ccc2N2CCCC2)cc1	i	0.7	0.9%[50 µM]	9%
C#CCOCCOCCOCCNc1nc(N2CCN(C(=O)[C@H]([C@@H](C)CC)n3cc(CCC(=O)O)nn3)CC2)nc(N2CCN(C(=O)[C@H](CCCCN)n3cc(CCC(=O)O)nn3)CC2)n1	i	0.6	2.0%	11%
O=C1NC(=S)S/C1=C\c1cc(Cl)cc(Cl)c1O	i	1.9	-4.4%	65µM*

Screening results: PubChem, several laboratories
